Source: PubChem BioAssay
MITF primary = human MITF inhibition, primary screen; inhibition, % at 2.6 µM; O75030; AlphaScreen MITF homodimerization, bead proximity signal; actives 0.91% (n = 650,000); in the data active = inhibition above about 50%;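 also: 0% = vehicle wells with protein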
GPR151 activ = human GPR151 activation; activation, % at 11.2 µM; actives 1% (n = 650,000); Q8TDV0; PathHunter beta-arrestin GPR151 cells, luminescence; in the data active = activation above about 4.9%;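 also: 0% = median of compound wells and 100% = cells with positive control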
TEAD-YAP block = TEAD-YAP interaction inhibition. HEK-TIYL cells, TEAD-Gal4/YAP UAS-luciferase luminescence. inhibition, % at 9.12 µM. actives 1.4% (n = 640,000); in the data active = inhibition above about 32%;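 also: 0% = median of test compound wells and 100% = reference inhibitor wells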
FBW7 act = human FBW7 E3 ligase activation, primary screen; Q969H0; normalized activity (activation), % at 26.1 µM; AlphaScreen FBW7–phospho-cyclin E peptide binding, activator screen; actives 0.13% (n = 650,000); in the data active = normalized activity above about 1.9%;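 also: purified mutant Fbw7 with reduced substrate affinity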
Target sequence (Q969H0 whole entry, looked up): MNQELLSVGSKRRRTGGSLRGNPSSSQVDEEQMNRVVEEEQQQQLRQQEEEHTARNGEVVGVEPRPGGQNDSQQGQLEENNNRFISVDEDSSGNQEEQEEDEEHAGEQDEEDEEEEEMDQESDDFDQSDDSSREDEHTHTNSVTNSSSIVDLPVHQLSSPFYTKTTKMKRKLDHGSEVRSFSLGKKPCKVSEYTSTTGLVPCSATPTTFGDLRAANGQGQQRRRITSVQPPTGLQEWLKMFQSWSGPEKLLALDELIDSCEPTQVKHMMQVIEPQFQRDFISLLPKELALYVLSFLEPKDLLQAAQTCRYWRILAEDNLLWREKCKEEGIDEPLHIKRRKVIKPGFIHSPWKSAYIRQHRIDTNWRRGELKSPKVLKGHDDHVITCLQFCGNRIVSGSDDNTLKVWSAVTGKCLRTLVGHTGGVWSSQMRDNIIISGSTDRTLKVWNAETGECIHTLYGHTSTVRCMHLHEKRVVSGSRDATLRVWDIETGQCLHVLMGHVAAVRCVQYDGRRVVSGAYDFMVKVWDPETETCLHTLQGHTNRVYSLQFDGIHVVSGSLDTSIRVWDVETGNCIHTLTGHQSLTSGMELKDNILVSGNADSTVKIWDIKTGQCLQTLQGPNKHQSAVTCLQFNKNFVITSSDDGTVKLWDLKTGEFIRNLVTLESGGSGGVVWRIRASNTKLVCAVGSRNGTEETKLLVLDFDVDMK
An asterisk follows results filed as active. Hits appear at their usual frequency; overall some 3.4% were active at least once.

SMILES,MITF primary,GPR151 activ,TEAD-YAP block,FBW7 act
O=C(NC1CCCC1)C(c1ccncc1)N(Cc1cccs1)C(=O)c1ccco1 (configuration not stated),23,-0.8,-3,0.1
COc1ccccc1C(=O)Nc1ccc(NC(=O)c2cccs2)nc1,12,2.3,-61,0.2
Oc1oc(-c2ccccc2Br)nc1C=Nc1ccc(Br)cc1Br,10,-1.0,8,0.0
c1ccc2c(c1)nc(-c1cscn1)n2Cc1ccc(-c2nn[nH]n2)cc1,-21,0.1,-10,-0.1
O=C(CSc1nc2ccccc2c(=O)n1CCCN1CCN(c2cccc(Cl)c2)CC1)Nc1ccccc1Cl,-4,-0.4,-12,0.1
CC(C)(C)c1ccccc1Oc1ccccc1NC=O,5,1.1,7,0.1
O=C(O)COc1cccc(/C=C2\SC(=S)N(Cc3ccco3)C2=O)c1,-3,1.3,0,-0.3
COc1cccc(CNC(=O)c2cc3oc4ccccc4c3n2C)c1,5,-0.2,18,0.0
O=C(Oc1ccc(Br)cc1)c1ccc(N2CCOCC2)c([N+](=O)[O-])c1,5,-0.6,-19,-0.1
CCC1CCCCN1S(=O)(=O)c1ccc2cc(OC)ccc2c1 (configuration not stated),10,1.2,-2,0.1
CC(=O)OC(C[N+]1(C)CCCCCC1)c1ccccc1 (configuration not stated),12,0.3,10,0.1
Cc1cc(C)c2c(c1)-c1c(ssc1=S)C(C)(C)N2C(=O)C1CC1,33,-1.1,-11,-0.2
O=C(c1cnc(N2CCN(c3ncccn3)CC2)c2ccccc12)N1CCN(c2ccccn2)CC1,3,2.3,21,-0.1
COc1ccc(NC(=O)/C=C\C(=O)O)cc1,13,-0.8,9,0.3
COCCNc1cc(-c2ccc(F)cc2)nc(-c2ccncc2)n1,4,-0.2,14,0.2
Cc1ccc(C)c(OCC(=O)NC2CC(C)(C)NC(C)(C)C2)c1,8,0.7,-5,0.2
c1ccc(C2COC(c3cccs3)=N2)cc1 (configuration not stated),-9,-1.4,-11,-0.1
COc1ccc(CNC(=O)c2ccc3c(=O)n(-c4ccc(OC)c(OC)c4)c(=S)[nH]c3c2)cc1,-10,0.2,6,0.0
C=CCN1C(=O)C(C)(C)COc2cc(NC(=O)CC)ccc21,6,0.5,10,0.0
CCc1ccc2[nH]c3nc(SCC(=O)Nc4ccc(NC(C)=O)cc4)nnc3c2c1,6,0.1,-5,0.1
c1cnc2c(CN3CCc4nncn4CC3)cccc2c1,-12,-0.8,10,0.0
CCN(CC)S(=O)(=O)c1cc([N+](=O)[O-])ccc1N/N=C/c1ccc([N+](=O)[O-])o1,17,-1.6,6,0.3
Cc1n[nH]c(C)c1CCN(C)C(=O)CCc1nnc(-c2ccsc2)o1,2,1.2,-3,-0.1
Cn1c(N/N=C\c2cccs2)cc(=O)n(C)c1=O,7,6.6*,0,-0.1
CS(=O)(=O)N(Cc1ccc(C(=O)NCCSCc2ccco2)cc1)c1ccccc1,3,1.1,1,-0.2
COc1cc(Cn2c(=O)n(Cc3ccncc3)c(=O)c3ncccc32)cc(OC)c1,-6,-1.0,-1,0.0
CCCC(=O)Nc1ccc(NC(=O)c2cccc(Cl)c2)nc1,19,-1.2,-48,0.1
O=c1[nH]c2c(Cl)c(Cl)c(Cl)cc2o1,-2,1.0,3,-0.1
C=CCN(c1ccccc1)S(=O)(=O)c1ccc(F)c(C(=O)NC2CCCC(C)C2C)c1 (configuration not stated),-3,0.2,4,0.0
CC1(C)CC2(CCCNC2c2ccccc2)CCO1 (configuration not stated),-22,1.5,-6,0.2
CCCCC(CC)C(=O)Nc1ccc(S(=O)(=O)N2CCCCC2)cc1 (configuration not stated),-5,3.2,-5,0.1
CN1CCN(c2ncn(-c3ccc(Nc4nccc(-c5ccc(NS(C)(=O)=O)cc5)n4)cc3)n2)CC1,-1,-0.8,0,0.0
O=C(O)/C=C/C(=O)NNC(=O)c1cc(-c2ccccc2)n[nH]1,3,-0.3,-2,-0.2
O=[N+]([O-])c1ccc(Cl)c(S(=O)(=O)NCc2cccnc2)c1,26,0.2,2,0.1
COc1ccc2cc3cc(C(=O)NCCCN4CCC(C)CC4)oc3nc2c1,10,-1.0,-30,0.0
CCOC(=O)C(=O)c1csc(NC(=O)c2cccs2)n1,3,1.0,4,-0.1
O=C1c2ccccc2NC2(C(=O)Nc3ccc(Br)cc32)N1c1ccccc1 (configuration not stated),-5,1.7,6,-0.1
CS(=O)(=O)CCOC(=O)c1cccc(Br)c1,5,0.9,-4,0.0
O=C(NNc1nc(-c2cc3ccccc3oc2=O)cs1)c1ccccc1,-9,-1.1,-15,-0.1
CCc1c(C)sc(NC(=O)C2CCCCC2C(=O)O)c1C#N (configuration not stated),-5,-0.8,10,-0.1
CC(Oc1ccc(-c2ccccc2)cc1)C(=O)NCCCn1ccnc1 (configuration not stated),8,-1.6,7,0.2
COc1ccc(C2C=C(c3ccc(Cl)cc3)Nc3ncnn32)c(OC)c1OC (configuration not stated),14,0.0,17,0.1
CCOP(=O)(OCC)C(C)(C)NC(=S)Nc1ccccc1,-3,0.0,-5,0.1
COC(=O)[C@H]1CN(C(=O)c2c(C)noc2C)C[C@@H]1c1ccc(F)cc1,-1,2.5,3,-0.1
COC(=O)c1cnc(N2CCN(Cc3ccc4c(c3)OCO4)CC2)c2ccccc12,2,-1.3,9,0.0
CS(=O)(=O)Nc1ccc(S(=O)(=O)Nc2cc(Cl)cc(Cl)c2)cc1,5,-0.2,9,-0.1
Cc1ccc(N=c2c([N+](=O)[O-])nn(-c3ccccc3)n2O)cc1Br,-6,-1.0,0,-0.1
Cc1cc(C)c(NC(=O)CCN2CCCCCC2)c(C)c1,3,0.6,5,-0.1
O=C(Cn1ncc2c1-c1ccccc1OC2)NCCCN1CCCCCC1,-7,1.4,12,0.5
COc1ccc(CCNC(=O)Cn2c(-c3ccccn3)nc3ccccc32)cc1OC,-7,-0.6,-2,-0.2

A run of entries from further up:
SMILES,MITF primary,GPR151 activ,TEAD-YAP block,FBW7 act
CCCCC(CC)C(=O)Nc1ccc(S(=O)(=O)N2CCCCC2)cc1 (configuration not stated),-5,3.2,-5,0.1
CN1CCN(c2ncn(-c3ccc(Nc4nccc(-c5ccc(NS(C)(=O)=O)cc5)n4)cc3)n2)CC1,-1,-0.8,0,0.0
O=C(O)/C=C/C(=O)NNC(=O)c1cc(-c2ccccc2)n[nH]1,3,-0.3,-2,-0.2
O=[N+]([O-])c1ccc(Cl)c(S(=O)(=O)NCc2cccnc2)c1,26,0.2,2,0.1

Continued:
SMILES,MITF primary,GPR151 activ,TEAD-YAP block,FBW7 act
COC(=O)c1ccc(NC(=O)CSc2ncc(-c3ccc(Cl)cc3)n2C)cc1,7,1.0,8,-0.1
O=C(N/N=C/c1cccc2ccccc12)c1cccc(F)c1,11,0.5,-55,-0.2
CCCCOc1ccc(C(=O)Nc2cccc(N(C)C)c2)cc1,-1,0.1,-38,-0.1
O=C(/C=C/c1ccccc1)Nc1sc2c(c1C(=O)O)CCCC2,3,-0.3,49*,0.1
O=C(/C=C/c1ccc(Cl)c(Cl)c1)Nc1ccc([N+](=O)[O-])cn1,-5,0.6,2,-0.1
CCc1cccc2sc(NC(=O)CN3C(=O)CCC3=O)nc12,-7,0.6,10,0.2
COCCCNC(=O)c1ccc(S(=O)(=O)c2cccc(Cl)c2)c([N+](=O)[O-])c1,-1,-0.8,13,0.0
O=C1NC(=O)N(Cc2ccccc2)C(=O)/C1=C/c1ccc(O)c(Br)c1,8,-0.2,-8,-0.1
COc1ccc(CCNC(=O)C(CC(C)C)NC(N)=O)cc1 (configuration not stated),2,-1.3,2,0.6
COc1cccc(-c2cc(C(=O)Nc3cc(C)nn3-c3ccccc3)no2)c1,3,0.9,1,-0.1
O=[N+]([O-])c1c(Cl)cc(Cl)c2nsnc12,1,-3.1,18,-0.1
N#Cc1cccc(S(=O)(=O)n2nc(-c3ccc(Cl)cc3)cc2N)c1,15,1.5,-2,0.6
COc1ccc(NS(=O)(=O)c2c(C)cc(Cl)nc2Cl)cc1,-2,-1.0,0,0.1
CCOc1ccc(NC(=O)CC2(CC(=O)O)CCCC2)cc1,-5,-0.3,-6,-0.1
Cc1c(Cl)ccc2sc(NC(=O)CN3C(=O)CCC3=O)nc12,3,-0.7,5,0.0
CNC(=O)C1Cc2ccccc2N1S(=O)(=O)c1ccc(NC(C)=O)cc1 (configuration not stated),6,0.7,-11,-0.1
Cn1cc(CN2Cc3ccccc3OC(c3ccccc3)C2)cn1 (configuration not stated),11,2.6,-1,-0.1
Cc1cccn2c(=O)c3cc(C(=O)NC(C)(C)C)n(C)c3nc12,8,0.5,11,0.5
O=C(NCc1ccccc1)c1cccc(NC2CCC(O)CC2)n1 (configuration not stated),-1,-0.5,-1,0.3
COc1cccc(N(Cc2ccc(C)cc2)C2=NC3CS(=O)(=O)CC3S2)c1 (configuration not stated),-16,-2.5,2,-1.0
CC(=O)Nc1ccc2oc(-c3cccc(C)c3)nc2c1,-11,-8.1,62*,-0.1
O=C(CSc1cn(Cc2ccccc2Cl)c2ccccc12)N1CCOCC1,1,-0.6,-6,0.1
NC(=O)c1cc(S(=O)(=O)NC2CCCCC2)cs1,-3,0.3,-8,0.0
O=C(O)c1ccc(/C=C/c2nc3ccccc3[nH]2)cc1,11,-8.3,6,1.5
NC(=O)C(=O)Nc1cc(Cl)cc(Cl)c1,-2,-1.2,1,-0.2

Among those listed so far, 2 have a cyano group.
SMILES,MITF primary,GPR151 activ,TEAD-YAP block,FBW7 act
CCc1c(C)sc(NC(=O)C2CCCCC2C(=O)O)c1C#N (configuration not stated),-5,-0.8,10,-0.1
N#Cc1cccc(S(=O)(=O)n2nc(-c3ccc(Cl)cc3)cc2N)c1,15,1.5,-2,0.6

Next records:
SMILES,MITF primary,GPR151 activ,TEAD-YAP block,FBW7 act
O=C(CSC1=NCCS1)Nc1cccc(F)c1,14,0.5,1,0.3
COC(=O)c1sc(-c2ccccc2)cc1NC(=O)c1ccc([N+](=O)[O-])o1,-4,0.0,-11,-0.1
CCOC(=O)CC(NS(=O)(=O)c1ccc(OCC)cc1)c1cccc([N+](=O)[O-])c1 (configuration not stated),5,0.5,15,0.2
COc1ccc(CCNC(=O)c2ccnc(N3CCc4ccccc4C3)c2)cc1,-10,0.2,-15,-0.1
O=C(N/N=C/c1cc([N+](=O)[O-])ccc1O)C1CC1,34,-3.1,1,-0.7
CCCCNC(=O)c1c(N)n(-c2ccc(S(N)(=O)=O)cc2)c2nc3ccccc3nc12,-12,0.1,-18,0.0
COc1cc([N+](=O)[O-])ccc1NC(=O)NCc1ccc(C(=O)O)cc1,-9,-0.3,-5,-0.2
N/C(=N\OC(=O)c1cccc(Br)c1)c1ccc([N+](=O)[O-])cc1,5,0.1,-1,-0.1
C/C=C/C(=O)Nc1nnc(C(C)C)s1,-3,0.8,8,1.1
CN(C)c1ccc(C2OCC(Cl)([N+](=O)[O-])CO2)cc1 (configuration not stated),1,0.6,21,-0.1
CN1CCN(Cc2cccc3ncccc23)CC1CCO (configuration not stated),5,3.8,1,-0.1
CCOC(=O)c1c(N)n(C)c2nc3ccccc3nc12,16,-2.3,14,1.0
OCC1CCCN1c1nc(NC2CCN(Cc3ccccc3)CC2)c2ncn(-c3ccccc3)c2n1 (configuration not stated),1,0.0,5,0.0
Cc1cccc(-c2nc(NCc3ccc(F)cc3)c3ccccc3n2)c1,8,-0.9,8,0.1
O=C(N/N=C/c1cc([N+](=O)[O-])ccc1Cl)c1cc2ccccc2o1,-4,2.8,6,0.1
CS(=O)(=O)N1CCN(C2CCCC2)CC1,21,0.7,3,-0.1
Cc1ccccc1Cn1c(=O)c2c(nc3n(Cc4ccccc4)c(C)cn23)n(C)c1=O,4,0.4,-3,0.1
COc1ccc(O)c(CN(C)CCN(C)C)c1,8,7.2*,10,0.6
CC(=O)N1CCN(Cc2ccc3c(c2)CN(C(=O)c2ccc(F)c(Cl)c2)CCO3)CC1,-5,0.4,-1,0.2
Cc1ccc(S(=O)(=O)N2CCC3(CC2)CC(=O)c2ccccc2O3)cc1,-1,1.6,3,-0.1
CCC1=C(OC(=O)c2ccccc2)C(C)(C)C(c2ccccc2)OC1=O (configuration not stated),11,-1.2,2,0.1
CC1CCN(C2=NC(=O)/C(=C/c3ccc(O)cc3)S2)CC1,-2,-0.4,-10,0.0
CC(C)(C)c1ccc(OC(=O)c2ccco2)cc1,4,0.6,5,-0.1
CC(C)C(NC(=O)c1ccc(Cl)cc1Cl)C(=O)O (configuration not stated),1,2.5,8,0.0
COc1ccc2nc3cc([N+](=O)[O-])cc([N+](=O)[O-])c3cc2c1,7,-0.1,3,0.3
O=C(O)COc1ccc(/C=N\NS(=O)(=O)c2ccc3ccccc3c2)cc1Cl,14,-1.8,7,0.4
Cc1cc(C(=O)COC(=O)c2ccc(Br)cc2)c(C)n1CC1CCCO1 (configuration not stated),-7,-0.3,-1,-0.1
Cc1cc(-c2csc(N)n2)c(C)n1-c1ccc(F)cc1,16,1.1,-4,0.1
O=S(=O)(NCCc1cccc(Cl)c1)c1ccccc1,3,-1.3,-15,1.2
O=c1oc2ccc3ccccc3c2cc1C1=Nn2c(nnc2-c2ccccc2)SC1,10,-1.0,-6,-0.1
